E-sel TNF inh – blocks E-selectin expression induced by TNF alpha | HUVEC TNFa-induced E-selectin immunofluorescence, high content | inhibition, % at 2 µM | actives 0.71% (n = 120,000) | AID 1246;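 active = inhibition above the batch mean plus 3 SD, and confirmed as a hit on visual image review, cut at about 43% in these data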;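 also: 0% = TNF-stimulated DMSO wells and 100% = unstimulated control wells; not every result past the cut was called active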
GALR2 blocker – antagonists of human galanin receptor 2 (GALR2) | GALR2-expressing cells, antagonist mode | inhibition, % at 4 µM | actives 0.39% (n = 140,000); in the data active = inhibition above about 27%;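 also: cells stimulated with galanin 1-16 at roughly its EC80; 0% = agonist challenge control and 100% = basal control without agonist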
Target sequence (O43603 whole entry, looked up): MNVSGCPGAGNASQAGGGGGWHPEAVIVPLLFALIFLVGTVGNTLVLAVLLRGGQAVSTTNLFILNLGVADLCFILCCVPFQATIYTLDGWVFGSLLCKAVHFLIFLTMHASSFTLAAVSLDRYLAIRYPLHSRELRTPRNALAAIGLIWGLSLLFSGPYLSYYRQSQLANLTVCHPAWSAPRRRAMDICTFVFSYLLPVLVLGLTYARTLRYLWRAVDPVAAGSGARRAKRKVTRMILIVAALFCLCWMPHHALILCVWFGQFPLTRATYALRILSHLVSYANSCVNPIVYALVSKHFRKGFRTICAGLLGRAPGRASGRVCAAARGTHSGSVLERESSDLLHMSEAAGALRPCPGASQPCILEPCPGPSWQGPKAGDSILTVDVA
Yeast lifespan up – yeast lifespan extension; S. cerevisiae growth with nicotinamide, OD615; deaD strain in restrictive glucose medium; AID 775; inhibition of the nicotinamide effect, % at 10 µM; actives 0.68% (n = 130,000);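 active = inhibition above a set limit, placed 3 SD over the median of all compounds, cut at about 26% in these data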;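 also: 0% = nicotinamide-treated wells and 100% = cells grown without nicotinamide; some compounds called inactive have numbers as strong as hits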
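Test system – modified budding yeast, DeaD strain · Compound – single dose 10 µM compound, 0.25% DMSO · Times – culture preincubation 4 h, compound exposure 48 h, both 30 °C · Detection – optical density (absorbance) at 615 nm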
NPY Y2 blocker – blocks the human neuropeptide Y Y2 receptor. NPY-Y2 expressing cells, antagonist mode. inhibition, % at 2.7 µM. actives 0.99% (n = 140,000); in the data active = inhibition above about 17%;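 also: 0% = vehicle with agonist challenge and 100% = reference antagonist with challenge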
Target sequence (P49146 whole entry, looked up): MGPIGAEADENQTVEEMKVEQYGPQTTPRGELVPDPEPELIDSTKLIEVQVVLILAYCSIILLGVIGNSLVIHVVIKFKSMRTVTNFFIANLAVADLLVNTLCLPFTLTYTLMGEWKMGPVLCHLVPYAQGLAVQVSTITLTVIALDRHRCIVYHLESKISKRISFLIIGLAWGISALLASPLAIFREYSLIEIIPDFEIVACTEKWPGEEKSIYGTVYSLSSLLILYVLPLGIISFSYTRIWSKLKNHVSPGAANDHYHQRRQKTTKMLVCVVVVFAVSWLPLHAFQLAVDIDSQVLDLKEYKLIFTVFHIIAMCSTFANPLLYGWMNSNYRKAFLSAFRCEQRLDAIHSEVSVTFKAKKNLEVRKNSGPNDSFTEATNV
bCat KO growth – beta-catenin-lacking colon tumor cell growth suppression | AID 818 | actives 1.5% (n = 140,000) | viability, % at 10 µM | HCT116 beta-catenin knockout viability, CellTiter-Glo, 60 h; stronger effect = lower value;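 active = viability at or under a set limit, the compound median less 4 SD, cut at about 6% in these data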;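 also: 0% = Hyamine 1622 control at 20 µM and 100% = untreated cell control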
MRP1 act – activators of MRP-1 | H69AR cells + doxorubicin, viability rescue, CellTiter-Glo | viability increase, % at 10 µM | actives 0.61% (n = 140,000) | AID 799;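 active = viability gain under doxorubicin at or above a set limit, the compound median plus 3 SD, cut at about 4.7% in these data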;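 also: MRP-1 overexpressing cells given doxorubicin 25 µM after compound pretreatment; 18-22 h compound pretreatment then 72 h with doxorubicin before readout; 0% = doxorubicin-only wells and 100% = vehicle-treated cells without doxorubicin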
Phagocytosis inh – blocks phagocytosis by macrophages. AID 1029. actives 0.07% (n = 110,000). inhibition, % at 5 µM. J774A.1 macrophage IgG-bead phagocytosis, imaging;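 active = inhibition above the mean of the plate negative controls plus 5 SD, cut at about 13% in these data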;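 also: phagocytic index as fraction of beads internalized from green versus red external bead signal; plate controls were DMSO negative control for no effect and cytochalasin-D positive control for full effect; some results beyond the cut were filed as inactive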
BB579 growth dn – yeast BB579 growth reduction in restrictive medium. S. cerevisiae BB579 growth, OD615, 48 h. AID 804. inhibition, % at 10 µM. actives 0.51% (n = 140,000);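 active = inhibition above a set limit, 3 SD over the mean compound inhibition, cut at about 44% in these data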; also: inactives centre near -24
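Assay system – yeast BB579 (DeaD) · Dosing – single compound dose of 10 µM, 0.25% DMSO final · Detection – OD615 turbidity measurement · Buffer or medium – CSMM-D restrictive synthetic medium containing dextrose (glucose) · Benchmarks – positive control amphotericin B 10 µg/mL · Incubation – 48 h exposure, 30 °C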
Measles CPE – protection of cells from measles virus. protection (pct of control), % at 4 µM. actives 1.5% (n = 140,000). Measles virus-infected cells, CPE protection, absorbance; in the data active = protection mostly above about 24%, no sharp cut-off; inactive = mostly below about 26%; also: some compounds called inactive have numbers as strong as hits
PTEN del growth – suppresses growth of cells with PTEN deletion; viability, % at 10 µM; actives 1.2% (n = 140,000); HCT116 PTEN-null viability, CellTiter-Glo, 60 h; stronger effect = lower value; AID 827;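 active = viability at or below a set limit, 4 SD under the median of all tested compounds, cut at about 3.7% in these data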;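 also: PTEN knockout HCT116 line with beta catenin targeted HCT116 as companion control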
* hit, by the source's call; · = not tested or not shown. This is a random part of the collection; any-hit rate near 6.1%.

SMILES	E-sel TNF inh	GALR2 blocker	Yeast lifespan up	NPY Y2 blocker	bCat KO growth	MRP1 act	Phagocytosis inh	BB579 growth dn	Measles CPE	PTEN del growth
COc1cc(OC)nc(Oc2ccccc2C(=O)Oc2ccc(C)cc2)n1	25	5	1	6	83	-0.1	·	-105	18	90
Cc1ccc(NC(=O)c2cc3c(s2)CCCC3)cc1S(=O)(=O)Nc1ccccc1Cl	·	-3	4	4	71	0.0	-22	-29	42	71
CC(=O)Nc1ccc(S(=O)(=O)Nc2nc3n(n2)C(c2ccccc2)CC(=O)N3)cc1 (configuration not stated)	-11	-8	-5	4	86	-0.8	1	-8	1	101
CCC(=O)Nc1nc2n(n1)C(c1ccc(OC)cc1)C=C(c1ccccc1)N2 (configuration not stated)	2	-2	49	0	104	-1.6	-1	-77	2	107
Cc1c(S(=O)(=O)Nc2ccc3c(c2)OCCO3)c(=O)n(C)c(=O)n1C	·	-5	-10	3	60	-2.1	0	-13	2	69
CC1CC(=O)C(C2c3ccccc3CCN2C(=O)CCl)C(=O)C1 (configuration not stated)	·	2	3	1	92	-0.1	6	-19	4	93
NC1=C(c2ccc([N+](=O)[O-])cc2)C(=O)CO1	·	7	7	0	100	-1.1	0	-47	22	95
O=C(Cc1c(F)cccc1Cl)NCC1CCCO1 (configuration not stated)	-8	-5	3	0	107	-2.1	-4	-6	5	96
CN1CCN(C(=O)c2cc3c(ccc4ccccc43)oc2=O)CC1	5	1	-9	0	96	0.9	-1	-11	11	94
CNC(=O)c1ccc(Nc2nnc(-c3ccc(C)c(S(=O)(=O)NCC4CCCO4)c3)c3ccccc23)cc1 (configuration not stated)	46	-2	1	0	88	0.9	-7	-5	37	95
N#Cc1c(N)nc2c(c1-c1ccc3c(c1)OCO3)CCc1ccccc1-2	·	-10	-6	10	57	-4.6	-8	4	9	60
CN(C1CCCCC1)S(=O)(=O)c1ccc(S(=O)(=O)N2CCCC2)cc1	-23	-7	10	-3	80	0.1	·	-54	14	81
O=C(C1CCC1)N(CCc1ccccc1)Cc1nc2ccccc2c(=O)[nH]1	-22	5	-6	4	96	-0.4	0	-63	5	105
O=C(Cn1cnc2c(cnn2-c2ccc(F)cc2)c1=O)OCc1ccccc1	·	-3	-8	2	89	0.2	-1	-35	18	98
Cn1cc([N+](=O)[O-])c(C(=O)Nc2nc(-c3ccc(Cl)cc3)cs2)n1	98*	-9	25	-2	2.1*	-0.4	0	-69	15	1.4*
CN1C(=O)CC(NNC(=O)c2ccc(Cl)cc2)C1=O (configuration not stated)	12	3	-4	-1	96	-1.9	·	-30	18	90
CC(=O)c1cccc(S(=O)(=O)NCC2CCCCC2)c1	·	13	6	1	84	-2.5	-8	-26	17	99
c1ccc(Cn2nnnc2C(c2cccs2)N2CCCCCC2)cc1 (configuration not stated)	27	0	2	9	73	-3.6	·	-33	5	75
Cc1onc(-c2ccccc2)c1C(=O)NCc1ccco1	·	-9	-3	1	87	-3.0	-5	-14	14	95
COc1cc(-c2nc3cnccn3c2Nc2c(C)cccc2C)ccc1O	-2	-1	-13	2	92	-1.6	-3	-6	5	96
Cc1cccc(NC(=O)c2cc(S(=O)(=O)c3ccccc3)ccc2Cl)c1	19	-3	-3	2	65	-1.2	-1	6	6	69
Cc1ccccc1-n1c(Cn2c(=O)sc3ccccc32)nnc1SCC(=O)Nc1nccs1	-21	4	-1	2	98	-1.7	·	-50	29	94
O=C(Nc1ccccc1N1CCCCC1)c1ccc(F)cc1	9	-11	-12	8	44	-2.2	-2	-15	3	58
CC(C)C(=O)Nc1nnn(C)n1	·	-3	-7	1	100	-0.6	0	-46	17	111
CCOC(=O)N1CCN(C(=O)COc2cccc3c2CCN(Cc2ccc(F)cc2)C3=O)CC1	6	-3	-8	7	98	-1.0	2	10	9	99

Next section, starting with the last 5 of the part before.
SMILES	E-sel TNF inh	GALR2 blocker	Yeast lifespan up	NPY Y2 blocker	bCat KO growth	MRP1 act	Phagocytosis inh	BB579 growth dn	Measles CPE	PTEN del growth
Cc1cccc(NC(=O)c2cc(S(=O)(=O)c3ccccc3)ccc2Cl)c1	19	-3	-3	2	65	-1.2	-1	6	6	69
Cc1ccccc1-n1c(Cn2c(=O)sc3ccccc32)nnc1SCC(=O)Nc1nccs1	-21	4	-1	2	98	-1.7	·	-50	29	94
O=C(Nc1ccccc1N1CCCCC1)c1ccc(F)cc1	9	-11	-12	8	44	-2.2	-2	-15	3	58
CC(C)C(=O)Nc1nnn(C)n1	·	-3	-7	1	100	-0.6	0	-46	17	111
CCOC(=O)N1CCN(C(=O)COc2cccc3c2CCN(Cc2ccc(F)cc2)C3=O)CC1	6	-3	-8	7	98	-1.0	2	10	9	99
Cc1ccc(S(=O)(=O)N2CCOCC2)cc1NC(=O)COC(=O)CNC(=O)c1ccccc1	-6	0	0	2	90	-2.3	-9	-15	4	102
CN(C(=O)CN1CCC(NC(=O)C2CCCCC2)CC1)C1CCCCC1	·	2	-8	0	92	-1.8	-2	-21	17	97
COc1cc(/C=N/NC(=O)CN2CCOCC2)ccc1OCc1ccccc1	-5	-2	1	-1	101	0.8	-5	-25	25	99
CC1=C(C(=O)OC(C)C)C(C)C(C(=O)OC(C)C)=C(C)N1	-38	2	0	1	77	-2.9	-1	0	12	80
CC(C)Oc1ccc(C2NC(=O)NC2=O)cc1 (configuration not stated)	·	-7	-6	1	100	-0.8	0	-23	4	98
COc1ccc2c(c1)CC[C@@H]1[C@@H]2CC[C@]2(C)C(=O)CC[C@@H]12	·	6	1	3	88	-1.1	·	-41	17	78
Fc1cccc(-c2cc3nc4c(c(N5CCOCC5)n3n2)CCCC4)c1	-1	12	-24	4	76	-1.7	2	14	9	70
CC(C)C1=C2CCCCC2NC(=O)N1 (configuration not stated)	·	4	-6	1	100	1.0	-1	-50	29	117
O=C(CNS(=O)(=O)c1ccc(Br)cc1)OCc1cc(=O)n2cc(Br)ccc2n1	·	-8	4	-1	95	-2.0	-4	-30	1	90
c1ccc2c(Nc3nc4c(s3)CCCC4)cccc2c1	12	-7	-29	0	86	-3.2	·	-11	-2	88
CCOC(=O)C1CCCN(c2c(NCCCN3CCCC(C)C3)c(=O)c2=O)C1 (configuration not stated)	·	6	-8	0	106	-0.6	-1	15	7	105
CN1CCN(c2ccc(S(=O)(=O)N3CCCCC3)cn2)CC1	-30	-5	-3	0	96	-0.9	-1	-23	3	103
COc1cccc(Oc2cn[nH]c2-c2ccc(O)cc2O)c1	28	-7	-15	7	94	-0.9	-1	-60	·	93
CCCCn1c(SCC(=O)N2CC(=O)Nc3ccccc32)nnc1-c1ccoc1C	4	-1	-13	2	93	-1.0	-5	-46	7	96
CCNc1nc(NCC)nc(OCCNS(=O)(=O)c2cc(C)ccc2C)n1	-16	-13	-12	2	98	0.1	-2	-5	10	102
O=C(CN1C(=O)CCSc2ccccc21)Nc1ccccc1	·	4	0	0	102	-2.5	10	1	20	96
CCCc1cc(=O)n2[nH]c(C)nc2n1	4	-1	-11	1	106	-0.4	2	-35	8	96
COCCCn1c2nc3ccccc3nc2c2c(=O)n(-c3ccccc3OC)cnc21	-8	-2	-14	0	90	2.1	1	-33	8	90
CCN(CC)S(=O)(=O)c1ccc(NC(=O)c2ccccc2N(C)S(C)(=O)=O)cc1	13	4	-5	1	91	-3.4	-2	6	20	89
COCCN(CC(=O)NC1CCCCC1)C(=O)c1csnn1	-10	-1	-14	0	97	-2.8	·	-30	15	101
CC1CCCCC1NC(=O)COC(=O)COc1ccc(Cl)cc1 (configuration not stated)	-41	1	-11	3	84	-1.0	-1	-13	4	86
COCCn1c(-c2ccsc2)nc2c1c(=O)[nH]c(=O)n2CC(C)C	12	-8	-10	2	95	-2.6	2	-21	4	87
CCCCNCCCOc1cccc(Cl)c1	-42	-1	-10	4	81	-0.7	-1	-22	3	87
O=C(CSCSCC(=O)NCC1CCCO1)NCC1CCCO1 (configuration not stated)	17	13	0	2	99	-0.5	·	-54	14	110
O=C(C1CC(c2ccc(F)cc2)=NO1)N1CCCc2ccccc21 (configuration not stated)	0	12	-9	3	74	1.9	·	18	2	78

Following part.
SMILES	E-sel TNF inh	GALR2 blocker	Yeast lifespan up	NPY Y2 blocker	bCat KO growth	MRP1 act	Phagocytosis inh	BB579 growth dn	Measles CPE	PTEN del growth
C/C(CCN1CCCCc2nc(C)c(C)cc21)=N\OC[C@@H](O)[C@H]1O[C@@H]2OC(C)(C)O[C@@H]2[C@H]1O	-24	2	3	1	100	-1.2	·	18	8	98
COc1cc(Br)c(C(C)NC(=O)c2ccccc2)cc1OC (configuration not stated)	-1	-1	-13	-1	87	-2.4	4	-9	5	90
COc1ccc(-n2c(Cn3nnc4ccccc43)n[nH]c2=S)cc1	·	-4	1	0	96	-1.0	-5	-24	10	103
CC(=O)OCC1=C(C(=O)O)N2C(=O)[C@@H](NC(=O)Cc3cccs3)[C@H]2SC1	·	4	3	2	95	-0.9	·	-46	28	92
COc1cccc(C(CC(=O)NCCN2CCOCC2)NS(=O)(=O)c2ccc(C)cc2)c1OC (configuration not stated)	·	-5	5	-1	88	-0.3	-2	-1	38	104
CC(C)NC(=O)NC(=O)COC(=O)c1ccccc1Oc1ccccc1	-9	2	-14	4	110	-3.6	0	-25	22	91
Cc1nn(Cc2c(F)c(F)c(F)c(F)c2F)c(C)c1NC(=O)c1ccc(COc2cc(Cl)ccc2Cl)cc1	-5	1	-12	1	89	-2.4	-2	-33	·	71
O=C(COc1ccccc1)Nc1nn[nH]n1	-3	6	-12	2	96	-0.1	-2	-15	13	111
CCCn1nc(NS(C)(=O)=O)c2cc3cccc(C)c3nc21	5	3	-11	12	82	-1.7	0	-10	11	91
CCOc1ccccc1OCCCOc1ccc(C)cc1Br	-12	-9	-13	2	82	-0.5	-4	7	33*	78
COc1cccc(-c2nc(S(=O)(=O)c3ccccc3)c(N3CCOCC3)o2)c1	16	-10	-4	8	74	-2.0	10	-26	8	73
COc1cc(SC)ccc1C(=O)NCCOc1c(C)cc(C)cc1C	4	14	-8	13	93	0.5	2	-52	3	103
Cc1c(/C=N/NC(=O)COc2ccccc2[N+](=O)[O-])c2ccccc2n1C	·	0	6	-2	87	-2.6	3	-27	3	66
CCC(=O)Nc1c(S(=O)(=O)c2ccccc2)c2nc3ccccc3nc2n1Cc1ccccc1	·	12	7	2	97	-3.0	·	-16	8	97
CNC(=S)N(Cc1ccco1)Cc1cc2cc3c(cc2[nH]c1=O)OCCO3	·	8	2	-1	89	-1.4	-9	-17	20	79
C=C1CSc2nc(=O)c3c4c(sc3n21)CCCC4	-9	-5	-7	-5	94	-3.2	0	-27	10	92
CCOC(=O)c1c(C)[nH]c(C(=O)COC(=O)c2ccccc2NC(=O)c2ccco2)c1C	·	-11	-18	1	73	-2.3	·	-43	5	74
